Source: PubChem (several laboratories)
D1 allo mod – D1 CRE-luciferase signal change, two-sided – cell-based, HEK293 D1, dopamine EC30, D1 allosteric modulator project, primary screen | D(1A) dopamine receptor (Homo sapiens), P21728 | dopamine EC30 potentiation; actives deviate in either direction | B-score at 10 µM | 58,000 compounds, 5.9% hits | AID 641, 2007;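 active = luminescence count or its row- and column-corrected plate score outside the 99.7% band of the plate's sample wells, on either side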
HTR1E antagonist – 5-HT1E receptor antagonists, primary screen, cell-based, HTS | 5-hydroxytryptamine receptor 1E (Homo sapiens), P28566 | AID 571, 2007 | inhibition, % at 6 µM | CHO 5-HT1E Ga15 NFAT-bla reporter, FRET, antagonist | 65,000 compounds, 0.99% hits;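 active = inhibition above a set limit, the mean inhibition across every tested compound plus 3 SD, cut at about 29% in these data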;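 note: signal is the 460 over 535 nm emission ratio of beta-lactamase substrate; 0% = agonist plus DMSO wells and 100% = wells without agonist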
HTR1A agonist – human 5-HT1a receptor agonists, primary screen, cell-based, CHO, Ga15 NFAT-bla reporter. 5-hydroxytryptamine receptor 1A (Homo sapiens), P08908. CHO 5-HT1a Ga15 NFAT-bla reporter, FRET ratio; 0% basal, 100% maximal reference agonist. activation, % at 10 µM. 65,000 compounds, 0.56% hits. AID 567, 2006;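 active = activation above the screen-wide mean activation plus 3 SD, cut at about 19% in these data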;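 note: 0% = DMSO wells and 100% = 5-CT at EC100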
Target sequence (P08908 whole entry, looked up): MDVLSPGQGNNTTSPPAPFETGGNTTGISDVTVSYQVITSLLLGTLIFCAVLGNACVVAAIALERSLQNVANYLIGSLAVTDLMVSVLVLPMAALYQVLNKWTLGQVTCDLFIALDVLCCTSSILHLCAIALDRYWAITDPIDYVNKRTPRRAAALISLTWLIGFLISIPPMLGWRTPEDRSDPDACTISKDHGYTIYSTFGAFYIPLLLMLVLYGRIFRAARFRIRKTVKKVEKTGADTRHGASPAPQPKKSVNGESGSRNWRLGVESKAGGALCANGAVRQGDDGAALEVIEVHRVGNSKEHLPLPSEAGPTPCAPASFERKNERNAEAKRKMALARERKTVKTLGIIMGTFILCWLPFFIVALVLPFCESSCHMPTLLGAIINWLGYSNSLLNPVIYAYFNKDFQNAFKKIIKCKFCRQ
Jurkat tox 60K – cytotoxicity toward Jurkat T cells, primary screen, cytotoxicity control, cell-based, Jurkat E6.1, 60K MLSMR library; inhibition, % at 4 µM; 56,000 compounds, 1.2% hits; Jurkat E6.1 viability, ATP luminescence, 48 h;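 active = inhibition above the mean inhibition of all tested compounds plus 3 SD, cut at about 28% in these data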
S1P1 ag pot – S1P1 agonists and agonism potentiators, primary screen, cell-based, primary and confirmation screens, CRE-bla reporter; S1P1 CRE-bla cells, forskolin, beta-lactamase FRET, potentiator mode; S1P1 agonist co-added at EC20, 2 nM; 100% = saturating reference agonist, 0% = basal; activation, % at 9.5 µM; 56,000 compounds, 0.57% hits;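 active = activation above a cutoff set at the mean activation of all tested compounds plus 3 SD, cut at about 54% in these data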;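 note: forskolin at 4 µM as EC80 and the EC20 agonist is SEW2871; 100% = SEW2871 at its EC100 plus forskolin at EC80; some compounds past the cut are filed as inactive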
Target sequence (P21453 whole entry, looked up): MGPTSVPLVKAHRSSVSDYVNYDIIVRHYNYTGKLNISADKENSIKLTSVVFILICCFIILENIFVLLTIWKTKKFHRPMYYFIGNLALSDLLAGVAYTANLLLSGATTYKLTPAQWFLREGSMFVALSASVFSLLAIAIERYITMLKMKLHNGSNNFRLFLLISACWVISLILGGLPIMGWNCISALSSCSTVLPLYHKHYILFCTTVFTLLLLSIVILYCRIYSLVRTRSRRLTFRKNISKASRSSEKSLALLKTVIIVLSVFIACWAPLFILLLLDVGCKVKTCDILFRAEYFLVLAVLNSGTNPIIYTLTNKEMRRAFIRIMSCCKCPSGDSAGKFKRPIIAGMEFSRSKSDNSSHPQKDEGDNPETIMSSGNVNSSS
HTR1E agonist – 5-HT1E receptor agonists, primary screen, cell-based, HTS. 5-hydroxytryptamine receptor 1E (Homo sapiens), P28566. CHO 5-HT1E Ga15 NFAT-bla reporter, FRET; 0% DMSO wells, 100% control agonist wells. activation, % at 6 µM. 65,000 compounds, 0.69% hits. AID 574, 2007;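 active = activation above a set limit, the screen-wide mean activation plus 3 SD, cut at about 8.5% in these data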;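 note: 100% = positive control agonist at 1 µM giving full maximal response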
S1P3 agonist – human S1P3 receptor agonists, primary screen, cell-based, primary and confirmation, NFAT-BLA reporter | 60,000 compounds, 0.1% hits | activation, % at 4.5 µM | AID 373, 2006 | S1P3 NFAT-BLA reporter cells, agonism, FRET ratio; relative to 1 µM S1P, basal subtracted;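 active = activation above the screen-wide mean plus 3 SD, cut at about 4.5% in these data, passing the limit was not always enough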; note: some compounds called inactive have numbers as strong as hits
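Measure – % activation relative to 1 µM S1P (100%), per plate · System – stable CHO line with human S1P3, Gα16, NFAT-BLA reporter · Timing – cells plated overnight, compound 4 h 37 °C, substrate 2 h RT · Technique – fluorescent BLA substrate, ex 405 nm, em 460/535 nm ratio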
5HT1a antag – human 5-HT1a receptor antagonists, primary screen, cell-based, CHO, Ga15 NFAT-bla reporter; CHO 5-HT1a Ga15 NFAT-bla reporter, antagonist mode; inhibition, % at 10 µM; 62,000 compounds, 0.68% hits; AID 612, 2007;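 active = inhibition above the mean of all tested compounds plus 3 SD, cut at about 43% in these data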;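 note: receptor stimulated by 5-CT agonist at 100 nM near EC80; beta-lactamase reporter measured by ratiometric fluorescence of a cleavable substrate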
HEK293 NFkB inh – inhibitors of PMA/ionomycin-induced NF-kB reporter, primary screen, antigen receptor NF-kB inhibitor project, cell-based, HEK-293 luciferase reporter, luminescence | HEK-293 NF-kB luciferase reporter | inhibition, % at 3 µM | 62,000 compounds, 0.21% hits | AID 465, 2006;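 active = inhibition above the mean of all tested compounds plus 3 SD, cut at about 40% in these data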;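 note: 0% = stimulated DMSO wells and 100% = 10 µM reference inhibitor 5653914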
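Timing: 1 h pretreatment, 16 h stimulation, 37 °C; system: HEK-293 cells with stable firefly luciferase reporter driven by four HIV NF-kB elements; doses: 3 µM once, 0.30% DMSO; measured by: luciferase luminescence; control set: DMSO and 10 µM reference inhibitor; repeats: single test; reagent: PMA plus ionomycin mix as NF-kB-activating stimulus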
An asterisk follows results filed as active; · = not tested or not shown. Not a hit list; 8.3% or so of the library scored in one or more.

SMILES	D1 allo mod	HTR1E antagonist	HTR1A agonist	Jurkat tox 60K	S1P1 ag pot	HTR1E agonist	S1P3 agonist	5HT1a antag	HEK293 NFkB inh
O=C(OCC(=O)N1CCN(C(=O)c2ccco2)CC1)C1=COCCO1	-1.5	2	-0.4	·	·	-0.9	·	2	18
Cc1nn2cc(-c3ccc(-c4ccccc4)cc3)nc2s1	-4*	-16	-1.2	0	-3	-0.2	-0.8	-1	-34
CN(C)C(=O)N1CCCC(C(=O)NCc2ccccc2)C1 (stereo not drawn)	0.17	19	-4.3	2	-6	0.1	-0.6	0	9
CC(=O)NCC(=O)N(C)C(C(=O)Nc1ccc2c(c1)OCCO2)c1ccccc1 (stereo not drawn)	1.9	6	-3.5	8	-30	-0.2	-0.6	14	11
COc1ccccc1NC(=O)CSc1nnc(-c2ccc(NC(C)=O)cc2)n1C	·	-2	-1.2	·	-12	-0.3	-1.2	·	·
COC(=O)c1ccc(CC(=O)c2c(C)cc(O)cc2O)o1	1.3	-3	-0.9	-1	12	-0.2	-0.5	-13	-1
CC(=O)NC(CCS(C)(=O)=O)C(=O)Nc1ccc(Cl)c(Cl)c1 (stereo not drawn)	0.1	-4	-0.2	0	9	-0.2	-0.3	-18	0
CC(=O)c1cc(C#N)c(SCC(=O)OC(C)C)nc1C	1.1	1	-1.8	-2	4	-0.3	-0.5	-2	-1
Cc1ccc(NCc2nnc(SCC(=O)N3CCCc4ccccc43)o2)c(C)c1	-0.012	1	1.9	-1	19	-0.7	-0.5	2	10
COC(=O)Nc1nnc(CC(=O)Nc2ccccc2C)s1	0.48	2	-0.7	2	-8	0.7	0.4	-4	0
O=C(O)CCc1ccc(-c2ccc(F)cc2)n1CCC(=O)O	·	2	-3.9	7	-36	-0.4	-1.4	4	7
COC(=O)Cn1ncn2c(cc3oc(C)cc32)c1=O	-0.041	-5	-4.8	1	-1	-1.1	-0.6	-1	2
Cc1nc2sc(C(c3cccs3)N3CCN(c4cccc(Cl)c4)CC3)c(O)n2n1 (stereo not drawn)	-0.69	-13	-0.1	-5	-1	1.1	-0.4	14	10
CCc1nnc(NC(=O)c2c(O)c3c([nH]c2=O)CCCC3)s1	·	0	-3.4	·	-6	-0.2	-1.2	·	·
COc1ccccc1-n1c2c(cc(C(=O)N3CCC(C)CC3)c1=O)C(=O)CC(C)(C)C2	-0.031	3	-0.9	0	-1	-0.5	-0.8	10	10
CCOC(=O)C1=C(C)NC2=C(C(=O)CCC2)C1c1cccs1 (stereo not drawn)	-2.3	-3	-0.9	-3	·	0.6	-0.9	-9	5
COc1ccc(C)cc1NC(=O)CSc1nnc(-c2cc3cccc(OC)c3o2)n1N	0.12	4	-2.6	1	-40	0.4	0.4	-2	17
Cc1onc(-c2ccccc2Cl)c1C(=O)Nc1cccc2cccnc12	-0.94	8	1.6	27	-53	0.1	0.3	2	14
COc1ccc2cc3cc(C(=O)NCCN4CCN(Cc5ccccc5)CC4)oc3nc2c1	-0.056	-2	1.8	9	6	6.0	-0.6	8	11
O=C(Cn1ccc(C(F)(F)F)n1)Nc1ccc(S(=O)(=O)NCc2ccco2)cc1	-0.12	0	0.5	-5	-6	0.3	0.2	-2	10
COc1ccc(/C=N/n2cncn2)cc1COc1ccc(NC(C)=O)cc1	·	-5	2.0	·	-2	-0.9	-2.7	·	·
O=S(=O)(N1CCOCC1)n1nnc2ccccc21	0.34	-2	-3.8	-3	-53	-0.8	0.2	5	11
CCOC(=O)c1[nH]c(C)c(C(=O)OCC)c1C	4.2	5	-1.0	-7	-34	0.1	0.6	-17	6
CCCn1c(SCC(=O)NCc2cccs2)nc2c1c(=O)n(C)c(=O)n2C	-1.9	7	2.5	-2	-7	1.3	-0.4	-3	20
CCc1nnc(NC(=O)CSc2nnc(-c3c[nH]c4ccccc34)n2CC)s1	0.053	0	-4.2	3	12	0.4	-0.5	-1	22
O=S(=O)(Nc1nc2ccccc2nc1NCc1ccco1)c1cccs1	8.4*	1	-0.6	-3	4	0.3	-1.1	22	20
Cc1ccc(CN(Cc2cccnc2)C(=O)CN2C(=O)COc3ccccc32)o1	-0.91	2	-0.4	5	-12	0.7	-0.9	11	9
Cc1ccc(C(=O)NCCn2cc(SCC(=O)Nc3nnc(C)s3)c3ccccc32)cc1	-1.3	-13	-3.0	4	-3	-0.8	-0.8	4	26
Cc1cccc(Nc2ncnc3nc[nH]c23)c1C	-0.34	-3	0.0	-5	-2	0.5	0.1	7	0
CCSC(C)CC1C/C(=N/O)c2c(CC)noc2C1 (stereo not drawn)	5.3*	7	-0.9	-6	-29	0.3	-1.5	16	-10
O=S(=O)(c1ccc2c(c1)OCCO2)N1CCC(n2nnc3cc(F)ccc32)CC1	0.26	-2	2.3	-3	14	-1.2	0.6	7	2
Cc1cc(C)nc(Sc2c(C)nn(-c3ccccc3)c2C)n1	0.14	-19	-0.6	-3	-2	0.1	0.0	-8	18
c1csc(CN2CCN(Cc3cccs3)C2c2cccs2)c1	-0.014	0	-13	-4	-10	-1.7	-0.2	79*	5
CN(C)S(=O)(=O)c1cccc2nsnc12	0.0027	8	-1.1	-8	-2	-1.2	-0.4	-13	9
COc1ccccc1C1=NOC(Cn2c(=O)c3c(ncn3C)n(C)c2=O)C1 (stereo not drawn)	-0.16	8	-1.2	-5	0	-1.3	-0.8	-4	15
O=C(Nc1ccccc1-c1ccccc1)NC1CCN(CC(=O)N2CCOCC2)CC1	0.12	-5	-0.4	7	-13	-0.7	-0.2	-1	15
Cc1nn(C)c(C)c1S(=O)(=O)N(CC(=O)Nc1ccc2c(c1)OCO2)c1ccc(C(C)C)cc1	-0.5	0	0.8	1	-2	0.1	-0.4	0	11
COc1cc2c(cc1OC)-c1nnc(C)n1C1(CCCC1)C2	2.4	-2	-0.2	-3	-31	-0.2	0.5	-10	-1
CC(C)CN1C(=O)c2ccc(C(=O)Nc3ccncc3)cc2C1=O	-1.8	-1	12	10	·	0.2	-0.4	-21	1
CCN(CC)S(=O)(=O)c1ccc2c(c1)nc(SCC(=O)NC1CC1)n2-c1ccccc1OC	0.094	-18	0.0	-2	10	0.3	0.0	7	4
O=C(c1ccc(CS(=O)(=O)c2ccc(Br)cc2)o1)N1CCCCCC1	-0.0035	-5	-2.6	-4	14	0.5	-1.7	1	20
O=C1NC(=O)C(c2cn(-c3ccccc3)nc2-c2ccc(F)cc2)N1 (stereo not drawn)	1.7	19	-3.9	·	21	-0.4	-4.5	·	·
CCCCC(=O)NC1(C(F)(F)F)C(=O)Nc2c1c(=O)[nH]c(=O)n2Cc1ccco1 (stereo not drawn)	0.4	0	-0.6	-3	8	-0.5	-0.8	9	9
CCOC(=O)c1c(C)nc2sccn12	2.6*	7	0.1	9	·	-0.8	-0.8	-1	-1
O=C(CCS(=O)(=O)c1cccc2nonc12)N1CCCc2ccccc21	0.28	3	-0.7	·	·	-0.6	·	1	16
CCOC(=O)Cn1nnc(-c2cccc(OC)c2)n1	-0.44	10	0.1	-6	2	-0.7	-1.5	11	5
O=C(O)c1ccccc1Nc1cccc(C(F)(F)F)c1	-0.53	-2	-1.8	·	-2	-0.1	-2.0	·	·
Cn1nnnc1SCC(=O)c1c(N)n(C)c(=O)n(C)c1=O	-1.3	2	-2.6	0	-6	1.0	0.1	-4	1
CCOc1cc(C(=O)Nc2nnc(C)s2)cc(OCC)c1OCC	0.54	-8	-0.6	1	-21	0.3	0.1	11	-10
CCn1ncc(C(=O)Nc2ccc(S(=O)(=O)N3CCCC3)cc2)c1C	0.011	6	-3.0	1	0	-0.8	-0.3	8	10
CCOC(=O)N1CCC(NC(=O)CN2C(=O)CCSc3ccccc32)CC1	-0.72	1	0.5	2	0	0.8	0.2	-8	21
CNC(=O)CSc1nnc(-c2ccco2)n1-c1ccccc1OC	·	-3	-3.5	1	-11	0.8	-0.1	-8	2
CCOc1ccc(-c2nc(C#N)c(N3CCN(Cc4ccccc4)CC3)o2)cc1	-0.13	12	3.3	2	16	-0.2	-1.7	26	8
Cc1cccc2nc(CNc3ccc(F)cc3)cn12	0.8	-2	-1.6	-10	2	-0.1	-0.1	-11	-4
O=C(NCc1ccc(F)cc1)c1noc2c1CCCC2	-0.23	13	-2.0	10	-164	-0.1	-1.1	1	8
CCN(CC)C(=O)CSc1nnc(-c2ccco2)n1Cc1ccco1	0.75	-2	-1.4	-2	-20	0.3	-0.6	-16	8
CC(C)CN(CC(C)C)c1nc(N)c(C#N)c(CC#N)c1C#N	1.5	18	2.1	2	-17	1.2	-1.4	-3	12
N=c1oc2ccccc2cc1-c1nc2ccccc2c(=O)[nH]1	-0.21	-8	-0.9	2	-21	0.5	-0.4	10	12
CCCc1cc(=O)[nH]c(SCC(=O)NC(=O)OCC)n1	1.1	-7	-2.2	0	·	-0.1	-0.1	-6	5
O=C(Nc1ccc2c(c1)OCO2)C(c1ccc(Cl)cc1)N1CCC2(CC1)OCCO2 (stereo not drawn)	0.23	-1	0.0	-3	6	0.3	-0.2	12	12

Of the compounds above, these contain a COOH group.
SMILES	D1 allo mod	HTR1E antagonist	HTR1A agonist	Jurkat tox 60K	S1P1 ag pot	HTR1E agonist	S1P3 agonist	5HT1a antag	HEK293 NFkB inh
O=C(O)CCc1ccc(-c2ccc(F)cc2)n1CCC(=O)O	·	2	-3.9	7	-36	-0.4	-1.4	4	7
O=C(O)c1ccccc1Nc1cccc(C(F)(F)F)c1	-0.53	-2	-1.8	·	-2	-0.1	-2.0	·	·

The list goes on.
SMILES	D1 allo mod	HTR1E antagonist	HTR1A agonist	Jurkat tox 60K	S1P1 ag pot	HTR1E agonist	S1P3 agonist	5HT1a antag	HEK293 NFkB inh
COc1ccc(NC(=O)c2sc(SC)nc2N)cc1	15*	3	-2.0	-2	-14	0.4	-1.1	-14	-36
c1cc(C2CCCCC2)ccc1Oc1nc(N2CCOCC2)nc(N2CCOCC2)n1	-1.3	-4	-1.5	-1	-25	-1.3	0.5	4	13
COc1cccc(OC)c1C(=O)N1CCN(Cc2ccncc2)CC1	-0.54	-1	-1.1	0	-2	-0.7	-0.6	0	16
Cc1ccc(N(CN2C(=O)C3CC=CCC3C2=O)C(=O)c2ccco2)cc1Cl (stereo not drawn)	0.2	15	0.5	·	9	-0.7	-1.1	·	·
CCCc1c(O)nc(SCCN(CC)CC)n(C(=O)c2ccccc2)c1=O	-1.1	-3	-0.6	-6	14	0.7	-0.1	-3	12
